ERp5 inh: ERp5 (human) disulfide isomerase inhibition; Q15084; ERp5 insulin aggregation, absorbance 650 nm, 90 min; inhibition, % at 9.99 µM; 350,000 compounds, 0.05% hits;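 active means mean replicate inhibition above about 25%, with every replicate also reaching it, limit read from the data, passing the limit was not always enough; inconclusive means only one of those two criteria met; inactive means neither criterion met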
Target sequence (Q15084 whole entry, looked up): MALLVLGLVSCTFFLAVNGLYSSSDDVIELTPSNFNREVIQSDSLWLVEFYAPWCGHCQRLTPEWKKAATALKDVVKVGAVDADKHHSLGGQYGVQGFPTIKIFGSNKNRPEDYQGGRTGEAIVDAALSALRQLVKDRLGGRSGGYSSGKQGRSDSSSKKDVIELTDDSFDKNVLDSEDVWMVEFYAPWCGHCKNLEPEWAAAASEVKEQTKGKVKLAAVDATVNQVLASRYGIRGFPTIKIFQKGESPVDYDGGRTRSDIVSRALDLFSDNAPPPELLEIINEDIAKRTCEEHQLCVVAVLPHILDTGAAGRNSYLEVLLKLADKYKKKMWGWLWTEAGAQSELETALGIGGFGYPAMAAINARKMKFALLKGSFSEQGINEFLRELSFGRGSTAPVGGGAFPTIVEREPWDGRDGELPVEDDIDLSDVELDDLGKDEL
CASP6 VEID inh: blocks human caspase-6 cleavage activity | purified caspase-6, Z-VEID-R110 cleavage fluorescence | inhibition, % at 12.5 µM | 350,000 compounds, 0.53% hits | AID 686996;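 active means mean inhibition across replicates at least about 35%, with every replicate also reaching that limit, limit read from the data; inconclusive means only one of the two criteria met; inactive means neither criterion met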;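 further: 0% = median of neutral control wells and 100% = no fluorescence left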
esBAF inh: SWI/SNF esBAF complex inhibition; mouse ES cells, Bmi1-luciferase knock-in reporter, 24 h; 100% = twice the neutral-well signal; reporter increase, % at 12.5 µM; 350,000 compounds, 2% hits; AID 602393; in the data active means activation above about 40%; inconclusive means no clear call, values can overlap the other calls;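 further: 0% = median of the plate's neutral control wells and 100% = double that signal; a rise in the Bmi1 reporter signal indicates esBAF inhibition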
E-selectin induc: induces E-selectin expression in human endothelial cells. P16581. HUVEC E-selectin immunofluorescence imaging; normalized: neutral wells 0, TNF-alpha wells 100. activation, % at 7.58 µM. 260,000 compounds, 0.37% hits;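 active means mean E-selectin-positive cell signal at least 10% of the positive control, reached in at least 60% of replicates, without over 20% cell loss; inconclusive means no rule given, readout overlaps actives, possibly toxicity-flagged; inactive means the rest, including those meeting only one limit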;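 further: in these data hits start at about 27%; measured in HUVEC primary endothelial cells; signal is the percent of cells scored E-selectin positive by PE staining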
Target sequence (P16581 whole entry, looked up): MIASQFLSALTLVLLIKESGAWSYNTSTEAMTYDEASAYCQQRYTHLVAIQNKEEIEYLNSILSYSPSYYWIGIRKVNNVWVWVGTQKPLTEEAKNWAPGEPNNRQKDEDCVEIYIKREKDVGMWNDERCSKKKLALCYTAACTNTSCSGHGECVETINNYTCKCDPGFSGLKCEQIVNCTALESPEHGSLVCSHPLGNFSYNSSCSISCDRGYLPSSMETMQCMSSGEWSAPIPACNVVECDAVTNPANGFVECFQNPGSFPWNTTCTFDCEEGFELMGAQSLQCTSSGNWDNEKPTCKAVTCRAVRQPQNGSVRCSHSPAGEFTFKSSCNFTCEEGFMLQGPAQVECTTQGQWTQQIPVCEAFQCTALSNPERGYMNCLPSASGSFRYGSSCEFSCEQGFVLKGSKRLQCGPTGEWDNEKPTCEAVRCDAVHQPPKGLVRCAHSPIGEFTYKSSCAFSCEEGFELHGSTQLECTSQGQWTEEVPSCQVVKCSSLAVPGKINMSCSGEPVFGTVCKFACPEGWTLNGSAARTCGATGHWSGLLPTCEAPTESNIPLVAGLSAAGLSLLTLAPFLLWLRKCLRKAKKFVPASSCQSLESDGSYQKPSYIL
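System: HUVEC, human umbilical vein endothelial cells; quantity: 3,000 cells/well; buffer or medium: EGM-2 medium, gelatin-coated wells; dosing: single-point compound dose; detection: immunofluorescence imaging; evaluation: % PE-positive cells; benchmarks: TNF-alpha, DMSO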
RAD52 inh: inhibitors of human RAD52 DNA annealing | P43351 | recombinant RAD52 DNA annealing, FRET fluorescence | inhibition, % at 18.7 µM | 360,000 compounds, 0.46% hits;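 active means every replicate showing at least 50% inhibition; inconclusive means mean inhibition at least 50% but not in every replicate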
PglD inh: inhibitors of Campylobacter jejuni PglD acetyltransferase; purified PglD enzyme, DTNB colorimetric CoA detection; inhibition, % at 12.5 µM; 360,000 compounds, 0.098% hits; AID 602405; in the data active means inhibition above about 16%, passing the limit was not always enough; inconclusive means no clear call, values can overlap the other calls; further: strong numbers were not always called active
RAD54 inh: inhibitors of human RAD54 branch migration | Q92698 | RAD54 Holliday junction branch migration, FAM/BHQ fluorescence | inhibition, % at 10.4 µM | 360,000 compounds, 0.14% hits | AID 602329;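 active means mean normalized replicate activity at least 40 and at least half of replicates scoring 40 or more; inconclusive means only one of the two criteria met; inactive means mean below 40 and under half of replicates reaching 40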;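 further: 0% = median of neutral control wells and 100% = median of positive control wells; inhibitors cause a drop in the FAM fluorescence signal; in these data hits start at about 50%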
ARNT-TACC3 inh: disrupts binding between human ARNT and TACC3 | AlphaScreen His-ARNT PAS-B/GST-TACC3 binding, luminescence; TACC3 fragment carries E629A point mutation | AID 623870 | inhibition, % at 9.99 µM | 390,000 compounds, 0.66% hits | Q9Y6A5;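 active means mean inhibition of replicates at least 50% and at least half of replicates each reaching 50%; inconclusive means half or more replicates reach 50% but mean below 50%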;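 further: 0% = complete ARNT plus TACC3 wells and 100% = ARNT alone without TACC3; many hits fall short of the cut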
* = called active by the depositor; i = inactive; ? = inconclusive; nt = not tested or not shown; & = joins results of further samples.

SMILES	ERp5 inh	CASP6 VEID inh	esBAF inh	E-selectin induc	RAD52 inh	PglD inh	RAD54 inh	ARNT-TACC3 inh
CC1CCN(S(=O)(=O)c2ccc(NC(=O)CN3CCOCC3)cc2)CC1	nt	nt	3	nt	nt	-5	-8	-6
O=C(Nc1ccccc1-c1nc2ccccc2[nH]1)c1ccc(N2C(=O)CCC2=O)cc1	2	-1	nt	nt	i	nt	nt	-1
CC(=O)Nc1ccc(-n2nnnc2SCC(=O)N2CCN(C(=O)c3ccco3)CC2)cc1	nt	nt	-8	nt	nt	0	0	-3
COC(=O)c1ccc(N2CCN(C(C)=O)CC2)c(NC(=O)c2cccnc2)c1	3	2	nt	11	0	nt	nt	-3
OCC[C@@H]1C[C@@H](O)[C@H](O)[C@]2(CCc3ccccc3CO2)O1	-7	nt	1	0.0	0	0	2	-5
CCN(CC(=O)NCc1cccs1)C(=O)c1ccc(OC)c(OC)c1	2	-194	4	nt	3	3	-2	-12
COc1ccccc1-c1ccc([C@@H]2[C@@H](CO)N(C(C)=O)C23CN(C(C)=O)C3)cc1	0	-2	nt	0.1	-15	nt	nt	nt
CCOC(=O)c1cc2occc2n1CC(=O)NC1CCC(C)CC1 (stereo unspecified)	nt	nt	-4	nt	nt	-4	1	-8
CCn1c(SCC(=O)NNC(=O)c2ccc(C)cc2)nnc1-c1ccco1	1	-2	nt	nt	-8	nt	nt	17
COC(=O)C1=C(C(=O)OC)[C@@H]2Nc3ccccc3[C@@]23C[C@@H](C(=O)OC)N(C(=O)C2CCC2)C3=N1	5	-1	-4	0.1	-13	-1	-1	3
O=C(Cc1ccncc1)NCC[C@@H]1CC[C@@H](NS(=O)(=O)c2ccccc2Cl)[C@H](CO)O1	-5	-1	-6	0.2	-26	1	-7	2
Cn1c(SCc2ccccc2)nc(N)c(N=O)c1=O	6	-3	nt	0.2	-9	9	-18	nt
S=C(NCCc1ccncc1)Nc1cccc2ccccc12	?	-2	nt	nt	-5	nt	nt	4
C[C@@H]1CN([C@H](C)CO)C(=O)c2cc(/C=C/c3ccccc3)cnc2O[C@H]1CN(C)C(=O)c1cnccn1	1	0	0	0.0	-12	0	-2	-2
Cc1ccc(C)c(CC(=O)N2CCCCC2c2cc(C(=O)Nc3cccc(C#N)c3)no2)c1 (stereo unspecified)	6	-1	5	0.0	-14	-4	15	nt
CCc1ccccc1N(CC)C(=O)CCc1nc(-c2ccc(C)cc2)no1	nt	nt	0	nt	nt	-1	-13	-3
CC(=O)Nc1ccc(-c2ccnc3c2CC(C(=O)Nc2cccc(C(C)=O)c2)O3)cc1 (stereo unspecified)	-1	3	8	-0.3	-16	-3	6	nt
O=C(OCc1ccccc1)N1CCC2CC1c1ccc(Cl)cc12 (stereo unspecified)	0	1	25	0.0	1	-2	11	nt
CN1CCN(C(=O)/C=C/c2ccc(Cl)c(Cl)c2)CC1	3	2	nt	0.3	-6	-1	-3	3
CCCNC(=O)N(C)C[C@H]1Oc2ncc(C#CC3(O)CCCC3)cc2C(=O)N([C@H](C)CO)C[C@@H]1C	-9	-2	0	-0.3	2	4	3	-10
CN1CCN(S(=O)(=O)c2ccc(N3CCN(S(=O)(=O)/C=C/c4ccccc4)CC3)nc2)CC1	nt	nt	1	nt	nt	0	-6	-6
O=C(Nc1nnc(SCC(=O)N2CCCc3ccccc32)s1)c1cccc2ccccc12	?	2	nt	nt	-2	nt	nt	-2
CCc1ccccc1Nc1nc(N)nc(CSCC(=O)c2cc(C)n(C)c2C)n1	nt	nt	23	5.8	nt	4	-3	10
COc1ccc2c(c1)c(C(O)CN1CCN(Cc3ccc4c(c3)OCO4)CC1)c(C)n2C (stereo unspecified)	-1	-1	2	nt	-55	1	0	5
CCOC(=O)Cc1csc(NC(=O)c2ccc(S(=O)(=O)N3CCOCC3)cc2)n1	0	2	nt	-1.1	-26	nt	nt	-6
c1cnc(NCCNc2ncccn2)nc1	nt	nt	4	nt	nt	4	5	1
COc1cccc(NC(=O)N(C)C[C@H]2OCc3cnnn3CCCC(=O)N([C@H](C)CO)C[C@@H]2C)c1	4&2	-5&-1	0&-3	0.8&0.7	-7&-8	-1	4	-3
COC(=O)c1cccc(NC(=O)c2cc3sccc3n2C)c1	nt	nt	?	nt	nt	3	2	-1
C[C@@H]1CN([C@H](C)CO)C(=O)c2cc(NC(=O)Cc3ccccc3)ccc2O[C@H]1CN(C)S(C)(=O)=O	-3	3	1	-0.1	15	2	1	-6
O=C(O)c1ccc(NS(=O)(=O)c2ccc3c(c2)C2C=CCC2C(c2ccccc2F)N3)cc1 (stereo unspecified)	0	47*	nt	nt	-104	nt	nt	11
c1ccc(-n2ncc3cccnc32)cc1	22	15	nt	nt	-5	nt	nt	-4
Cc1ccc(S(=O)(=O)N2CCN(C(=O)Cn3c(=O)cnc4ccccc43)CC2)c(C)c1	-18	3	-2	nt	-131	2	10	nt
CCOC(=O)c1c(NC(N)=O)sc(C)c1C	nt	nt	-4	nt	nt	-2	6	-1
Cc1nnc2ccc(N3CCN(C(=O)c4ccccc4)CC3)nn12	3	-2	-5	0.1	0	2	8	0
CO[C@@H]1CN(C)C(=O)c2cc(NC(=O)C3CC3)ccc2OC[C@@H](C)N(C(C)=O)C[C@@H]1C	5	0	-2	-0.1	6	-4	1	5
Cc1noc(C)c1CSc1nc2ccccc2s1	nt	nt	3	nt	nt	3	1	1
CCn1c(SCC(=O)NCCc2ccccc2)nnc1-c1ccco1	nt	nt	-11	nt	nt	-2	-10	-1
COc1cc(CC(=O)NC2CCCc3ccccc32)cc(OC)c1OC (stereo unspecified)	1	-3	5	nt	-6	4	-10	-15
C[C@@H]1CCCCO[C@@H](CN(C)C(=O)C2CCCCC2)[C@@H](C)CN([C@@H](C)CO)C(=O)c2cc(NC(=O)c3ccncc3)ccc2O1	-3	-3	15	1.3	-6	0	-6	0
CC(C)NC(=O)Nc1cccc2c1O[C@@H](CN(C)C(=O)Nc1ccc(F)cc1)[C@H](C)CN([C@H](C)CO)C2=O	-2	2	1	0.6	7	1	-10	1
CC(OC(=O)CN1C(=O)C2CC=CCC2C1=O)C(=O)Nc1ccc(F)cc1Cl (stereo unspecified)	1	-2	-6	-0.3	-11	-2	-6	-1
O=c1onc(-c2c(F)cccc2F)n1-c1ccccc1Cl	3	nt	4	19	-20	-6	1	-6
CC1(C)CC(=O)C=C(C#CC2CC2)C1	8	1	nt	0.1	-11	nt	nt	nt
Cn1c(COc2ccc3ccccc3c2)nnc1SCC(=O)OC1CCCCC1	nt	nt	-1	nt	nt	2	1	-12
O=C(NC1CCC1)[C@H]1[C@H](CO)[C@H]2Cn3c(ccc(-c4ccccc4F)c3=O)[C@H]2N1Cc1ccccn1	-1	2	nt	1.7	-11	nt	nt	nt
CCc1nc2ccc(C(=O)NCc3ccccc3OC)cn2c1N(C=O)CCC(C)C	-3	-3	6	0.4	-11	-4	5	nt
CC(C)(C)C1CCC2(CC1)NC(CO)(CO)CO2 (stereo unspecified)	nt	nt	-7	nt	nt	4	6	-6
O=C(CCNC(=O)c1ccccc1)NCc1ccccc1F	nt	3	20	1.0	-18	-3	9	1
O=C(C[C@@H]1CC[C@@H]2[C@H](COC[C@H](O)CN2S(=O)(=O)c2cccc(F)c2)O1)Nc1ccccc1	nt	nt	5	-0.1	nt	0	1	-13
COc1cccc(NC(=O)NC2CCN(CC(=O)Nc3ccccc3[N+](=O)[O-])CC2)c1	2	nt	-4	nt	-8	2	5	7
CSc1nc(C)cc(C)c1S(=O)(=O)c1ccccc1C	nt	nt	-51	nt	nt	-4	2	-4
C[C@H]1CN([C@@H](C)CO)S(=O)(=O)c2ccc(-c3ccc(C#N)cc3)cc2O[C@H]1CN(C)CC1CC1	-1	2	-1	1.1	17	-2	13	6
COc1ccccc1C(=O)Nc1c[nH]c(=O)[nH]c1=O	5	-2	6	-0.2	-6	2	5	-1
COc1ccc(C#Cc2ccc([C@@H]3[C@H](CO)N4CCCCN(S(=O)(=O)c5cn(C)cn5)C[C@@H]34)cc2)cc1	-1	0	-9	-0.8	-22	0	2	5
Cc1ccc(NC(=O)CN(c2ccccc2)S(=O)(=O)N(C)C)cc1C	nt	nt	-7	nt	nt	-5	5	7
COCC(=O)Nc1ccc2c(c1)C(=O)N(C)[C@@H]1CC[C@@H](CC(=O)Nc3ccccc3)O[C@H]1CO2	9	1	5	0.0	3	-1	5	-4
C[C@@H]1CCCCO[C@@H](CN(C)CC2CC2)[C@@H](C)CN([C@H](C)CO)C(=O)c2cc(NC(=O)Nc3ccc(F)cc3)ccc2O1	1	-9	1	-0.3	31	2	-5	3
CCC(O)(CC)C(=O)N=Nc1c(O)[nH]c2ccccc12	5	-1	nt	1.2	-15	nt	nt	-4
O=C(NNC(=O)c1sccc1-n1cccc1)c1ccccc1	nt	nt	-5	nt	nt	-6	2	-3
Cn1c(C(F)(F)F)nc2c(=O)oc3ccccc3c21	nt	nt	3	nt	nt	-2	-14	4

Another view of part of the listing above:
canonical_smiles | ERp5 inh | CASP6 VEID inh | esBAF inh | E-selectin induc | RAD52 inh | PglD inh | RAD54 inh | ARNT-TACC3 inh
CCC(O)(CC)C(=O)N=Nc1c(O)[nH]c2ccccc12 | 5 | -1 | nt | 1.2 | -15 | nt | nt | -4
O=C(NNC(=O)c1sccc1-n1cccc1)c1ccccc1 | nt | nt | -5 | nt | nt | -6 | 2 | -3

The listing continues.
SMILES	ERp5 inh	CASP6 VEID inh	esBAF inh	E-selectin induc	RAD52 inh	PglD inh	RAD54 inh	ARNT-TACC3 inh
CCN1C(=O)c2ccccc2S(=O)c2ccc(C(=O)NCc3ccccn3)cc21 (stereo unspecified)	-1	1	0	0.1	-10	3	-1	5
C=C(C)Cn1c(C2CC(=O)N(c3ccccc3F)C2)nc2ccccc21 (stereo unspecified)	4	1	12	nt	-4	-1	-4	2
C[C@@H]1CN([C@@H](C)CO)C(=O)c2ccccc2-c2ccccc2CO[C@H]1CN(C)C(=O)Nc1ccc(F)cc1	-6	0	3	-0.1	11	-2	-4	2
Cc1nc2sc(C(c3ccco3)N3CCN(c4ccccc4F)CC3)c(O)n2n1 (stereo unspecified)	nt	nt	6	nt	nt	-2	-4	-7
S=C(NCc1ccco1)NCc1ccccc1Cl	6	1	-3	nt	-9	2	3	-2
O=C1c2ccccc2C(O)N1Cc1ccc2c(c1)OCO2 (stereo unspecified)	0	2	-3	0.1	-11	1	-6	-2
COc1cc(NC(=O)C2CCC(CNc3c(N4CCC(C)CC4)c(=O)c3=O)CC2)cc(OC)c1 (stereo unspecified)	5&2	-1&0	-2	-0.5&0.6	-8&-16	-8	5	-4&-2
C[C@H]1CN([C@@H](C)CO)C(=O)Cc2cc(NC(=O)Nc3ccc(C(F)(F)F)cc3)ccc2O[C@H]1CN(C)Cc1ccc(C(=O)Nc2ccccc2N)cc1	-6	0	-10	12	3	3	-8	-24
CC(C)NC(=O)c1ccccc1NC(=O)CCc1ccccc1	nt	nt	-1	nt	nt	0	3	1
C[C@H](CO)N1C[C@H](C)[C@H](CN(C)C)OCCCC[C@H](C)Oc2ccc(NC(=O)c3ccncc3)cc2C1=O	-4	3	-6	-0.1	-26	2	2	18
O=C(CN1CCOCC1)NCC[C@@H]1CC[C@@H](NC(=O)c2ccc3c(c2)OCO3)[C@H](CO)O1	-4	0	1	0.7	-1	-3	-3	-8
COc1cccc(-c2cccc(NC(=O)C3CCN(CCCn4cccn4)CC3)c2)c1	0	-4	4	-0.2	-74	-3	-1	nt
CCc1ccc(NC(=O)c2cc(CC(C)C)on2)cc1	-1	0	71*	0.1	-8	-3	-7	-5

Screening data (PubChem)
